# DRD3 antagonist: qHTS of D3 Dopamine Receptor Antagonist: qHTS; D(3) dopamine receptor (Homo sapiens), P35462; D3R cells, DiscoveRx beta-arrestin luminescence, antagonist mode; active compounds read low; max response, negative = inhibition, %; 360,000 tested, 2.5% active; in the data active = max response below about -50%; inconclusive = no clear call, values can overlap the other calls; also: % is scaled to controls: 0 for no effect and ±100 for the full control effect; mostly tested at two doses, the higher about 12 µM
# Target sequence (P35462 whole entry, looked up): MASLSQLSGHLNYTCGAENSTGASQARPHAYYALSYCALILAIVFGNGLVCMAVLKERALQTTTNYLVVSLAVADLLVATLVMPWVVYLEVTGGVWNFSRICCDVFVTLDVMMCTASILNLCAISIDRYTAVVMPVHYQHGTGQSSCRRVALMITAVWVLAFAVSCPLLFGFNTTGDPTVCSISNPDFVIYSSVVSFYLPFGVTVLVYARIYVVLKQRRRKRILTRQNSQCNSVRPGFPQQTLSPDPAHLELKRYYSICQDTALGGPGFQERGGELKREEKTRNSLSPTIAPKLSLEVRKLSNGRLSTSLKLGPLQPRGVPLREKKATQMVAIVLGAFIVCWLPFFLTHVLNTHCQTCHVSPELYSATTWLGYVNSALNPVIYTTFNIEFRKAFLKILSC
#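 Cells plated overnight at 1500 cells/well, then exposed to library compounds with dopamine controls for 90 minutes at 37 degrees C. DiscoveRx reagent added for 30–60 minutes at room temperature; luminescence read, quantitative HTS format.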
# GLP-1R agonist: qHTS of GLP-1 Receptor Agonists; Glucagon-like peptide 1 receptor (Homo sapiens), P43220; HEK293 GLP-1R CRE-luciferase, luminescence, 4-6 h; cells express a hypersensitive GLP-1R form; Potency, µM (top dose mostly 45.6 µM), for inactives: at the top dose activation, hits mostly activators; 380,000 tested, 0.007% active; also: potency is read from the fitted curve at half-maximal effect; % of control where 0% means no effect
# PLK1 PBD inh: qHTS for Inhibitors of PLK1-PDB (polo-like kinase 1 - polo-box domain): Primary Screen; Potency, µM, without a hit: max response, negative = inhibition, most hits filed as inhibitors; Plk1 PBD binding of FITC phosphopeptide, fluorescence polarization; 360,000 tested, 2.8% active; Serine/threonine-protein kinase PLK1 (Homo sapiens), P53350; also: potency is read from the fitted curve at half-maximal effect; series mostly up to about 57 µM; % is scaled to controls: 0 for no effect and ±100 for the full control effect; nearly all actives have a fitted effect of over 65% in size
# Target sequence (P53350 whole entry, looked up, the tested form may be a part): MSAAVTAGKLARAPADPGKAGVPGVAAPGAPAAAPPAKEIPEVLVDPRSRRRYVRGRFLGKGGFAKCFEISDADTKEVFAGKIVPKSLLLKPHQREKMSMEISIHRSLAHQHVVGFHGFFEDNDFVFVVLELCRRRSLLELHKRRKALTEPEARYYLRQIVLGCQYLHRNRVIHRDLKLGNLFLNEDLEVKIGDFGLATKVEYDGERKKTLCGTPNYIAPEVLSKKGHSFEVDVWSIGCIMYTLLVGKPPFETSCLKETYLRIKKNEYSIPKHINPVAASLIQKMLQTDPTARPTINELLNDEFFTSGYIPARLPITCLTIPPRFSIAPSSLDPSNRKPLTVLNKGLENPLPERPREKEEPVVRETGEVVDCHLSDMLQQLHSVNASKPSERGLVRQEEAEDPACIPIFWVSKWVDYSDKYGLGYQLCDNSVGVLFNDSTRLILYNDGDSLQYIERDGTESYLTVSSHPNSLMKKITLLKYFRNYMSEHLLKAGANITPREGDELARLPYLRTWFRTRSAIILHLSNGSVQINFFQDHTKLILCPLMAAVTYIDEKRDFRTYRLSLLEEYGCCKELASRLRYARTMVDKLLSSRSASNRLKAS
# HEK293 tox: qHTS of GLP-1 Receptor Inverse Agonists: Cytotox Screen | HEK293 cAMP-luciferase reporter cells, luminescence, 24 h | Potency, µM (series often up to 38.3 µM), for inactives: at the top dose activity change, negative = inhibition, usual class: inhibitors | AID 624418, 2012 | 410,000 tested, 0.13% active;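 also: loss of luciferase light is scored as toxicity; potency is read from the fitted curve at half-maximal effect; % is scaled to controls: 0 for no effect and ±100 for the full control effect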
#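 Step one: seed cells (200 cells/uL, DMEM with 10% Nu serum, 1% pen-strep). Step two: 12-hour incubation at 37 deg C. Step three: pin 23 nL compound, incubate 24 hr. Step four: add luciferase reagent, read luminescence 12 min later.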
# D3 ag: qHTS of D3 Dopamine Receptor Agonist: qHTS | D3R DiscoveRx beta-arrestin cells, luminescence, 90 min | AID 652048, 2013 | max activation, % | 410,000 tested, 0.58% active; in the data active = max activation above about 30%; also: 0% is about no effect; mostly tested at two doses, the higher about 12 µM
#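 Agonist-mode cell screen: cells plated at 1500/well and incubated overnight at 37 °C, then exposed to library compounds for 90 min at 37 °C. Detection reagent was added for 30–60 min at room temperature, and luminescence was read.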
# IL-2 act: qHTS of IL-2 Activators. IL-2 activation reporter assay, cell-based qHTS; stimulated with anti-CD3/CD4/CD28 beads; in transgenic mouse T cells. activation, % (series mostly up to about 46 µM). 360,000 tested, 0.065% active. AID 652025, 2013; in the data active = activation above about 50%; inconclusive = mostly about 30% to 49%; also: 0% is about no effect
#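 EGFP and DsRed fluorescence is measured by plate cytometry in unstimulated transgenic mouse T cells exposed to compound for 60 minutes, then stimulated 18 hours at 37 degrees C with anti-CD3/anti-CD4 beads plus anti-CD28.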
# WRN inhibitor: qHTS for Inhibitors of WRN Helicase | 360,000 tested, 0.46% active | AID 651768, 2012 | Bifunctional 3'-5' exonuclease/ATP-dependent helicase WRN (Homo sapiens), Q14191 | WRN helicase unwinding, fluorescent forked duplex, kinetic | Potency, µM (titrated, usually from 114 µM), without a hit: at the highest dose activity change, negative = inhibition, hits mostly inhibitors; also: potency is read from the fitted curve at half-maximal effect; % is scaled to controls: 0 for no effect and ±100 for the full control effect; nearly all actives have a fitted effect of over 55% in size
#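 Screening of the MLSMR collection measured strand separation of a quenched forked DNA duplex (100 nM) by 20 nM WRN with 2 mM ATP, all final. Compounds were preincubated with enzyme 15 min at room temperature.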
# GLP1R inv ag: qHTS of GLP-1 Receptor Inverse Agonists (Inhibition Mode) | Glucagon-like peptide 1 receptor (Homo sapiens), P43220 | HEK293 GLP-1R CRE-luciferase, luminescence, 24 h; GLP-1R form is constitutively active | Potency, µM (doses to about 38.3 µM), for inactives: at the highest dose activity change, negative = inhibition, hits mostly inhibitors | 410,000 tested, 1.6% active | AID 624417, 2012; also: potency is read from the fitted curve at half-maximal effect; % is scaled to controls: 0 for no effect and ±100 for the full control effect; nearly all actives have a fitted effect of over 55% in size
#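 Cells are plated, allowed 12 hours at 37 deg C, then treated with compounds for 24 hr before luciferase detection reagent is added and luminescence is read after 12 min at room temperature. The HEK293 line carries constitutively active GLP-1R with a cAMP-responsive reporter.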
# PI5P4Ka inh: qHTS for Inhibitors of phosphatidylinositol 5-phosphate 4-kinase (PI5P4K); AID 652105, 2013; max response, %; 330,000 tested, 1.2% active; Phosphatidylinositol 5-phosphate 4-kinase type-2 alpha (Homo sapiens), P48426; PI5P4Kalpha enzyme, ADP-Glo luminescence, 60 min; active compounds read low; active = max response of -50% or lower; inconclusive = between -30% and -50%; inactive = -30% or higher; also: value at the top dose of about 77 µM; % is scaled to controls: 0 for no effect and ±100 for the full control effect
#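 Quantitative HTS of the MLSMR library against PI5P4Kalpha with substrate. ATP added last at 5 microM final; room temperature, 60 minutes. Remaining ATP depleted, ADP converted and read as luminescence.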
# * hit, by the source's call; ? = inconclusive; nt = not tested or not shown; [ ] = remark or other dose. Unless noted, calls follow the shape of the dose curve; as a rule, active = well fitted curve in the direction sought with a large enough effect; inconclusive = small, poorly fitted or top-dose-only effect, or another doubt; inactive = no such curve, though single readings can be large; an effect the other way counts as inactive or inconclusive.
SMILES,DRD3 antagonist,GLP-1R agonist,PLK1 PBD inh,HEK293 tox,D3 ag,IL-2 act,WRN inhibitor,GLP1R inv ag,PI5P4Ka inh
Cc1nc2ncnn2c(Nc2ccc3c(c2)OCCO3)c1C,10,-7%,-10%,-26%,7,-2.7,-2%,0%,nt
N#Cc1cc(-c2ccccc2)nc(NN)n1,?,-6%,-3%,?,-28,-1.1,-11%,?,2
Cn1ncc([N+](=O)[O-])c1C(=O)Nc1ccc(-c2nc3ccccc3[nH]2)cc1,-9,-7%,0%,-16%,-1,-2.6,-10%,0%,nt
CC1CN(Cc2nc3c(c(=O)n(C)c(=O)n3C)n2CCc2ccccc2)CC(C)O1 (stereo not given),12,0%,-17%,41%[activator],-4,0.7,-28%,22%,-2
CSc1nc(N(C)NC(=O)c2ccc(F)cc2)c2ccccc2n1,-29,9%,-7%,14%,-10,-0.2,4%,?,0
COc1cccc(-c2cccc(NC(=O)C3CCN(CC4CCOC4)CC3)c2)c1 (stereo not given),-1,0%,4%,6%,-19,-1.3,9%,3%,-2
NC[C@H]1O[C@@H](n2ccc(N)nc2=O)[C@H](O)[C@@H]1O,5,7%,-15%,4%,-6,-0.2,-3%,43%[activator],-5
Cc1ccc(S(=O)(=O)N(C)CC(=O)N2CCN(C(=O)c3ccco3)CC2)cc1,21,-1%,3%,-15%,-3,0.7,4%,-11%,2
COC(=O)c1sccc1NC(=O)Nc1ccc(C)c(C)c1,0,7%,-1%,1%,-3,-1.3,-1%,10%,-4
Cc1cc(C)cc(Nc2ncc3c(n2)CCCC3=O)c1,-16,-29%,-3%,7%,-1,0.0,-31%,?,-6
CC(=O)N1CCC2(CC1)C(C#N)=C(N)OC1=C2C(=O)CC(C)(C)C1,7,-10%,2%,1%,3,-0.1,1%,6%,2
COC(=O)C(NS(=O)(=O)c1ccc(C)cc1)c1ccccc1 (stereo not given),-12,3%,-9%,-5%,-9,-1.0,0%,-14%,-1
CC(OC(=O)c1ccc(Cl)nc1)C(=O)Nc1ccc2c(c1)OCO2 (stereo not given),27,10%,-7%,5%,1,0.6,-4%,9%,-15
COc1ccc2[nH]cc(CC(=O)O)c2c1,3,2%,-16%,1%,-5,-0.2,0%,-4%,2
CCCCOc1ccc(C(=O)NCC(=O)NCC(c2ccc(F)cc2)N2CCOCC2)cc1 (stereo not given),11,-3%,-1%,-17%,1,0.1,-10%,-37%,-2
CCN(CC)C(=O)COc1coc(CN2CCN(c3ccc(F)cc3)CC2)cc1=O,-7,0%,-11%,-11%,4,-1.7,4%,-2%,4
CC1=C(C(N)=O)C(c2ccccc2)n2nc(-c3ccncc3)nc2N1 (stereo not given),-9,-1%,-6%,10%,-1,-1.4,8%,8%,-4
CCc1ccc(CN2CCN(C(=O)c3cccc(OC)c3OC)CC2)cc1,-57*,-1%,0%,-3%,2,-2.1,2%,-58%,0
COc1ccc(CCNC(=O)C2CCN(S(=O)(=O)N3CC(C)CC(C)C3)CC2)cc1OC (stereo not given),-19,0%,-8%,-9%,-6,2.3,4%,0%,nt
CSc1ccccc1C(=O)N1CCN(c2ncccn2)CC1,-17,1%,-7%,-8%,-5,0.2,12%,-11%,-1
Cc1noc(C)c1/C=N/Nc1ccc2ccccc2n1,-1,12%,-8%,19%,-5,-0.8,-17%,3%,-3
O=S(=O)(Nc1ccccc1Cl)c1ccc(-c2ccccn2)s1,-11,0%,-2%,-13%,-7,1.5,-5%,?,5
CCOC(=O)C[C@H]1c2ccccc2S(=O)(=O)N1c1cccc(OC)c1,-3,-2%,-8%,9%,7,-0.2,0%,15%,2
C[C@@H]1Cn2cnc(C(=O)NCC(=O)OC(C)(C)C)c2C(=O)N1,14,-8%,2%,-11%,1,1.3,2%,-7%,0
Cc1ccc(CNC(=O)c2ccccc2NS(C)(=O)=O)cc1,6,2%,2%,-2%,-6,-0.2,-6%,3%,5
# Continuation:
SMILES,DRD3 antagonist,GLP-1R agonist,PLK1 PBD inh,HEK293 tox,D3 ag,IL-2 act,WRN inhibitor,GLP1R inv ag,PI5P4Ka inh
CC1=C(C(=O)Nc2ccc(C(=O)NCCCN3CCCCC3C)cc2)SCCO1 (stereo not given),16,2%,-11%,13%,-10,3.3,-12%,21%,8
CNC(=S)N1CCN(C(c2ccccc2)c2ccccc2)CC1,5,24%,-2%,-1%,-4,-2.5,0%,?,2
COc1cc(CN2CCN(c3ccccc3F)CC2)cc(OC)c1O,?,13%,-8%,3%,43*,-2.8,-2%,24%,nt
O=C(NCc1cccs1)C1CCC(=O)N(Cc2cccc(C(F)(F)F)c2)C1 (stereo not given),-25,4%,-23%,-5%,-8,-0.3,-34%,-5%,4
COc1cc(/C=N/NC(=O)c2cccc(S(=O)(=O)N3CCCCC3)c2)cc(Br)c1O,-10,3%,-20%,2%,3,-3.6,-10%,8%,-22
COc1cccc(CN(CCC(=O)O)Cc2cccc(OC)c2)c1,7,14%,-7%,-3%,6,-0.9,-3%,-26%,-7
CCOC(=O)c1ccc(NC(=O)c2cccc(S(=O)(=O)N3c4ccccc4CC3C)c2)s1 (stereo not given),6,-3%,-3%,-10%,5,-0.7,-20%[57.1 µM],?,-5
Cn1cnc([N+](=O)[O-])c1Sc1nc(N)nc2c1ncn2C1OC(CO)C(O)C1O (stereo not given),6,-4%,-11%,?,-12,-4.1,2%,10%,2
CCCCNCc1cc(OCC)c(OCC(N)=O)cc1Br,5,-9%,-1%,-23%,-5,-4.6,6%,0%,nt
CCS(=O)(=O)c1ccc(O)c(NC(=O)CCCC(=O)O)c1,20,1%,2%,10%,2,-1.5,-2%,9%,2
O=C1c2ccc(-c3nc4ccccc4o3)cc2C(=O)N1Cc1ccccc1,4,0%,-2%,-1%,-3,0.0,2%,15%,-4
CC(=O)OC(COC1C[C@@H]2CC[C@@]1(C)C2(C)C)C[N+]1(C)CCCCC1 (stereo not given in full),17,0%,-5%,0%,3,-0.5,-34%,-8%,-3
O=S(=O)(Nc1ccc(C(F)(F)F)cn1)c1ccccc1,-3,0%,-1%,?,1,-0.4,7%,-21%,0
CC(NC(=O)COc1ccccc1F)C1CC2CCC1C2 (stereo not given),27,6%,-1%,-1%,2,-0.9,1%,?,3
CCC/C=C1/CCCOC(C(=O)NCCN2CCOCC2)(C(F)(F)F)C1 (stereo not given),0,3%,-22%,-2%,10,1.5,3%,1%,-4
COc1ccc(O)c(C2(O)C(=O)c3ccccc3C2=O)c1,8,5%,2%,1%,-5,-1.3,-5%,-7%,0
COC(=O)c1cc(S(=O)(=O)NC2CCC(C)CC2)cn1C (stereo not given),9,0%,4%,1%,15,-0.9,4%[57.1 µM],6%,0
Cc1ccc(Cn2c(C(C)Nc3nc(-c4ccc(Cl)c([N+](=O)[O-])c4)cs3)nc3cc(C(F)(F)F)ccc32)cc1 (stereo not given),17,-3%,-29%,9%,3,-0.3,-11%,3%,-3
O=S(=O)(CCNCc1ccccc1)NC1CCCCC1,-50*,-1%,?,-4%,-41,0.1,-1%,-5%,5
CC(C)Cc1nc(N2CCN(C(=O)c3ccccc3)CC2)c(C#N)c2c1CCC2,16,1%,-5%,1%,0,-2.1,-12%,?,nt
CC(=O)Nc1ccc(NC(=O)c2ccccc2N(C)S(=O)(=O)c2ccc(C)cc2)cc1,-3,-7%,-14%,4%,11,0.4,5%,25%,3
S=C(NCCc1ccc(Cl)cc1)NC1CCCC1,-17,13%,-4%,?,-9,-0.6,-10%,?,-3
Cc1cccc(NS(=O)(=O)c2cccc([N+](=O)[O-])c2)n1,0,0%,-1%,13%,-3,-3.2,14%,5%,2
COc1ccc(-c2nc(CS(=O)(=O)CC(=O)Nc3ccc(Cl)cc3)c(C)o2)cc1,15,21%,-8%,1%,2,-1.8,-5%,-19%,0
CCN(c1cccc(C(F)(F)F)c1)S(=O)(=O)c1ccc2c(c1)CCN2C(=O)C1CC1,15,25%,-1%,2%,2,-4.3,-2%,?,0

# The final 3 records of the part above come first, to join the parts.
SMILES,DRD3 antagonist,GLP-1R agonist,PLK1 PBD inh,HEK293 tox,D3 ag,IL-2 act,WRN inhibitor,GLP1R inv ag,PI5P4Ka inh
Cc1cccc(NS(=O)(=O)c2cccc([N+](=O)[O-])c2)n1,0,0%,-1%,13%,-3,-3.2,14%,5%,2
COc1ccc(-c2nc(CS(=O)(=O)CC(=O)Nc3ccc(Cl)cc3)c(C)o2)cc1,15,21%,-8%,1%,2,-1.8,-5%,-19%,0
CCN(c1cccc(C(F)(F)F)c1)S(=O)(=O)c1ccc2c(c1)CCN2C(=O)C1CC1,15,25%,-1%,2%,2,-4.3,-2%,?,0
NS(=O)(=O)c1ccc(NC(=S)NNC(=O)CCC(=O)Nc2ccccc2Cl)cc1,-9,17%,-9%,8%,2,1.3,4%,18%,-1
CCOC(=O)Cc1cnc(NC(=O)CSc2nc(N)cc(N)n2)s1,-7,7%,-6%,1%,3,0.2,-3%,9%,6
NCCCCCNC(=O)/C=N\O,1,-5%,38%[activator],-15%,-3,0.5,9%,10%,3
Cc1ccc(C2(c3ccc(C)cc3)NC(=O)N(CC(N)=O)C2=O)cc1,11,0%,1%,16%,4,2.9,-9%,-21%,9
Cc1n[nH]c(=O)c2c(NC(=O)COC(=O)COc3cccc(Br)c3)oc(C)c12,-11,3%,-28%,-4%,-19,-2.1,-8%,2%,-4
COc1ccc(Cl)cc1NC(=O)CN(C)Cc1ccc(OC)c(OC)c1,-8,21%,3%,7%,-9,-1.4,-17%,-13%,7
